LYPLA1 inh – LYPLA1 inhibitors, primary screen, counter-screen for PME1 inhibitor project, biochemical, fluorescence polarization, FP-Rh probe ABPP; recombinant LYPLA1; inhibition, % at 5.9 µM; 320,000 compounds, 0.16% hits;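 active means inhibition above the mean of all tested compounds plus 3 SD, set per campaign, cut at about 14% in these data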;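 further: inhibitors block serine hydrolase probe labeling of LYPLA1 so polarization falls; 0% = enzyme with DMSO and 100% = wells lacking LYPLA1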
Target sequence (O75608 whole entry, looked up): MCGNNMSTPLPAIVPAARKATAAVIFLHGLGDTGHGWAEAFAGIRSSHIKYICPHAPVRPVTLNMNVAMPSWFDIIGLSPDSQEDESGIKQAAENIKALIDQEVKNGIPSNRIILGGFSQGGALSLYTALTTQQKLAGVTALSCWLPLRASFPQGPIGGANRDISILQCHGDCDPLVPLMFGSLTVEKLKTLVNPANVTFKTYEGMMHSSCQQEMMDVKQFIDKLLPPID
PAD4 inh – human PAD4 inhibitors, primary screen, biochemical, fluorescence polarization, 1536-well format; Protein-arginine deiminase type-4 (Homo sapiens), Q9UM07; inhibition, % at 6.36 µM; recombinant PAD4, RCA probe fluorescence polarization; 330,000 compounds, 0.41% hits;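 active means percent inhibition above a cutoff equal to the mean of all tested compounds plus 3 SD, cut at about 15% in these data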;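 further: 0% = PAD4 with RCA probe and DMSO and 100% = probe without PAD4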
pPAFAH FP inh – pPAFAH enzyme inhibitors, primary screen, biochemical, fluorescence polarization, human; 330,000 compounds, 1.5% hits; inhibition, % at 3.39 µM; recombinant pPAFAH, FP-rhodamine probe fluorescence polarization;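 active means inhibition above the mean inhibition across the screen plus 3 SD, cut at about 25% in these data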;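 further: inhibitors block binding of the rhodamine activity-based probe so polarization drops; 0% = enzyme with DMSO and 100% = wells lacking pPAFAH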
LYPLA2 inh – LYPLA2 inhibitors, primary screen, counter-screen for PME1 inhibitor project, biochemical, fluorescence polarization, FP-Rh probe ABPP. Acyl-protein thioesterase 2 (Homo sapiens), O95372. recombinant LYPLA2. inhibition, % at 5.9 µM. 320,000 compounds, 0.38% hits. AID 2177, 2009;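 active means inhibition above the screen-wide mean plus 3 SD, limit set per campaign, cut at about 26% in these data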;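 further: 0% = LYPLA2 with DMSO and 100% = wells lacking LYPLA2 enzyme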
Target sequence (O95372 whole entry, looked up): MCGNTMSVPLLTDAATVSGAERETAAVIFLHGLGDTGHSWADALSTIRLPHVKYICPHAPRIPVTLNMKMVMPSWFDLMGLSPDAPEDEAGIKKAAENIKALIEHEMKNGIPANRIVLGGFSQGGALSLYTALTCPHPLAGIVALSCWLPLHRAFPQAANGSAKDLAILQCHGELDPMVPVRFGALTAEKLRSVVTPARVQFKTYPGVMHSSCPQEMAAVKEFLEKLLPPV
PAFAH1B3 FP inh – PAFAH1B3 enzyme inhibitors, primary screen, biochemical, fluorescence polarization, human. inhibition, % at 3.39 µM. 340,000 compounds, 0.28% hits. recombinant PAFAH1B3, FP-rhodamine probe;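 active means inhibition above the screen-wide average of all tested compounds plus 3 SD, cut at about 25% in these data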;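 further: 0% = enzyme with DMSO only and 100% = wells lacking PAFAH1B3 protein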
PAFAH2 inh – PAFAH2 enzyme inhibitors, primary screen, biochemical, fluorescence polarization, human; Platelet-activating factor acetylhydrolase 2, cytoplasmic (Homo sapiens), Q99487; recombinant PAFAH2, FP-rhodamine activity probe; inhibition, % at 3.39 µM; 340,000 compounds, 0.99% hits;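 active means inhibition above the mean over all tested compounds plus 3 SD, cut at about 30% in these data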;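 further: inhibitors block probe labeling of enzyme so polarization drops; 0% = enzyme with DMSO and 100% = wells lacking PAFAH2 protein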
PME-1 primary – PME-1 inhibitors via competitive probe labeling, primary screen, biochemical, fluorescence polarization, FP-Rh probe, HTS | recombinant PME-1 | AID 2130, 2009 | 320,000 compounds, 0.53% hits | inhibition, % at 5.9 µM | Protein phosphatase methylesterase 1 (Homo sapiens), Q9Y570;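 active means inhibition above the campaign mean of all compounds plus 3 SD, cut at about 26% in these data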;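 further: competitive labeling of PME-1 active site by serine hydrolase directed probe; 0% = PME-1 with DMSO and 100% = wells lacking PME-1 enzyme; inhibitors block probe labeling so polarization falls and inhibition rises; many of its hits are not listed in these tables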
Target sequence (Q9Y570 whole entry, looked up): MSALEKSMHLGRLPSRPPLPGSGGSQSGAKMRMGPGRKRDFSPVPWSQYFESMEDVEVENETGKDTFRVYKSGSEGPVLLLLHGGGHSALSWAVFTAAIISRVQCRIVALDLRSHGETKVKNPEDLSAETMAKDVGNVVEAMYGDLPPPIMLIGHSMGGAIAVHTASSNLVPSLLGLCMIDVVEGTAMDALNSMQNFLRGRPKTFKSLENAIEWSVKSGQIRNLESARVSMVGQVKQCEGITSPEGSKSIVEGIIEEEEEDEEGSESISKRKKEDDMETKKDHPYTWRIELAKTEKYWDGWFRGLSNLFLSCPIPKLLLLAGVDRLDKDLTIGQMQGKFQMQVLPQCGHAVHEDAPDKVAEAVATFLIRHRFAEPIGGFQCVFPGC
PAFAH1B2 FP inh – PAFAH1B2 enzyme inhibitors, primary screen, biochemical, fluorescence polarization, human | recombinant PAFAH1B2, FP-rhodamine activity probe | inhibition, % at 3.39 µM | 340,000 compounds, 1.2% hits;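 active means inhibition above the mean of all tested compounds plus 3 SD, cut at about 24% in these data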;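 further: 0% = enzyme with DMSO and 100% = wells lacking PAFAH1B2; many of its hits are not listed in these tables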
GSTO1 inh – inhibitors of recombinant GSTO1, primary screen, counter-screen for RBBP9 inhibitor project, biochemical, fluorescence polarization; inhibition, % at 5.96 µM; AID 1974, 2009; 300,000 compounds, 1.1% hits; activity-based probe fluorescence polarization; Glutathione S-transferase omega-1 (Homo sapiens), P78417;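 active means inhibition above the campaign mean inhibition plus 3 SD, cut at about 35% in these data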;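 further: 0% = GSTO1-1 with DMSO and 100% = wells lacking GSTO1-1 enzyme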
Starred values were filed as active, the others as inactive; . = no result given. The list is partial. The share of hits here may be higher or lower than overall.

SMILES	LYPLA1 inh	PAD4 inh	pPAFAH FP inh	LYPLA2 inh	PAFAH1B3 FP inh	PAFAH2 inh	PME-1 primary	PAFAH1B2 FP inh	GSTO1 inh
CCOc1cc(C(=O)Nc2cc(C)ccc2C)ccc1OCC(=O)N1CCCCC1	1.2	-0.9	8.2	17.3	-0.8	-3.1	-5.5	-2.9	1.4
Cc1cc(C)n(-c2nc3ccccc3nc2Nc2ccc3[nH]c(=O)[nH]c3c2)n1	2.0	-4.3	-5.2	-4.0	9.0	-2.6	-0.9	1.3	-1.2
Nc1ncc(Br)cc1Br	1.0	-0.1	-1.0	-0.4	-0.5	3.2	2.7	-1.5	3.5
CCC(C)NC(=O)C1CCN(C(=O)COc2ccc3c4c(c(=O)oc3c2C)CCCC4)CC1 (stereo not given)	2.1	-3.1	-4.3	-6.5	3.8	1.7	0.7	4.5	-0.8
CC(=O)c1c(N2CCN(c3ccc(F)cc3)CC2)nc(=S)n(Cc2ccccc2)c1C	-0.6	-1.8	3.1	4.1	1.3	0.8	-2.9	9.3	-3.1
CCCc1cc(=O)oc2cc(OCC(=O)Nc3ccc(CN4CCOCC4)cc3)c(Cl)cc12	1.6	-0.3	1.5	-3.4	5.2	2.3	2.3	3.6	3.1
O=C(NC1CCCC1)c1cc(=O)[nH]c2ccccc12	-2.4	-0.4	-1.7	-0.3	-2.4	2.3	-5.4	0.2	1.9
COC(=O)c1cccc(S(=O)(=O)N(Cc2ccco2)Cc2cc3cc(OC)c(OC)cc3[nH]c2=O)c1	2.8	-2.8	-3.4	5.2	-1.5	-1.9	5.2	-3.0	-1.6
CCOC(=O)c1cc(C#N)c(SC)nc1C	7.7	8.1	5.0	3.0	5.9	8.4	-5.0	2.9	2.5
Cc1cc(N2CCOCC2)nc2ccc(NC(=O)C3CCC(C)CC3)cc12 (stereo not given)	-4.0	2.5	6.7	3.5	12.7	-17.5	-1.4	0.1	2.5
O=C(OCCCCN1C(=O)c2ccccc2C1=O)c1ccc(S(=O)(=O)N2CCCC2)cc1	2.1	0.1	1.6	1.4	1.6	7.5	-1.8	2.3	5.0
COC(=O)[C@]1(Cc2ccccc2)N[C@H](CN(C)C(C)=O)[C@@H]2C(=O)N(C)C(=O)[C@@H]21	.	-6.5	0.0	.	7.0	2.9	.	0.8	.
C=CCn1c(CNc2ccc(C)cc2)nnc1SCC(=O)N/N=C/c1ccc(O)cc1	-0.8	-3.0	4.1	-3.5	-2.7	4.2	0.2	3.9	5.5
CCn1c(SCC(=O)N2CCN(c3ccccc3F)CC2)nnc1-c1ccoc1C	1.2	3.0	0.5	-0.7	3.7	8.9	-8.2	4.2	-0.6
CC(Sc1ncn[nH]1)C(=O)Nc1ccc(Cl)cn1 (stereo not given)	2.7	-4.0	0.2	6.2	2.8	0.2	-9.3	-1.9	-1.8
COc1cccc(CNC(=O)C2=C(C)C(=O)OC23CCC(C)CC3)c1 (stereo not given)	0.8	-1.6	1.7	2.6	11.0	5.6	-1.6	2.7	-0.1
COc1ccc(/C=N/NC(=O)c2ccn[nH]2)cc1CN1CCOCC1	1.1	-4.8	-2.1	-2.7	-1.2	-15.0	3.0	2.8	0.7
C=CCN(Cc1nc(-c2ccccc2)no1)C(=O)c1ccoc1C	-2.8	0.0	6.1	-4.7	6.1	-0.2	-4.5	2.0	-1.5
COc1ccc(-c2cc(C3CC3)nc3sc(C#N)c(N)c23)cc1	-0.6	-5.4	31.2*	0.1	4.3	-5.2	13.5	-0.1	1.3
S=C(Nc1ccccc1)N1CCn2c1nc1ccccc12	-2.1	2.3	-2.2	-3.5	-0.8	4.0	-5.8	2.1	-1.3
CCCC(=O)Nc1ccc(C(=O)Nc2nnc(COC)s2)cc1	2.0	2.7	-0.3	1.6	3.2	-1.2	-1.1	2.5	6.2
CCOC(=O)[C@H]1O[C@@H]1C(=O)N[C@@H](CC(C)C)C(=O)NCCC(C)C	-3.1	0.5	-0.2	3.4	8.8	5.9	-3.4	-0.4	14.1
CC(=O)c1ccc(NC(=O)/C(=C\c2ccccc2)NC(=O)/C=C/c2ccccc2)cc1	-24.1	1.9	-12.0	-44.3	-10.9	-40.6	-40.8	-11.7	-13.1
O=C(N/N=C/c1ccc2cccc(OCc3ccccc3)c2n1)c1ccc(Cl)cc1	-19.5	-5.9	-32.9	-57.9	6.5	-13.1	6.8	5.1	3.0
NC1=NC[C@@H](CC2CCCCC2)N1CCc1cc(C(F)(F)F)cc(C(F)(F)F)c1	.	-6.1	0.3	.	12.2	-2.1	.	2.8	.
Cc1cnc(C(=O)OCC(=O)Nc2oc(-c3ccccc3)c(-c3ccccc3)c2C#N)cn1	-1.6	0.3	9.4	1.2	9.5	5.8	-2.3	24.1	-1.5
CN1CCC(OC(=O)c2cc3cc(Br)ccc3oc2=O)CC1	-4.5	-6.2	6.8	-3.8	9.6	-1.7	1.4	4.9	8.1
CCOc1nc(OCC)nc(N2CCC(C)CC2)n1	-3.5	1.3	3.6	-2.4	-4.5	-0.4	-2.4	3.6	1.6
COC(=O)c1ccccc1NC(=O)CN1CCCCC1	-1.0	0.8	-1.8	-0.5	4.5	-5.3	1.5	-0.4	-0.9
O=C(NC1=NCCS1)c1ccc(Cl)s1	1.0	-4.9	-4.5	1.6	-1.1	1.5	2.7	-0.7	1.1
COc1ccc(-c2nnc(NC(=O)c3ccc(S(=O)(=O)N4CCCc5ccccc54)cc3)o2)cc1	-12.7	-4.1	24.5	-5.4	4.5	6.1	-9.7	-2.5	-43.9
CCOC(=O)c1cnc(-n2nc(C)cc2C)nc1Nc1cccc(C(=O)O)c1	-1.3	-0.8	-1.8	1.2	7.6	-0.5	-4.8	-3.3	-1.2
CCOc1ccc(C(=O)NC(=S)Nc2ccc(NC(=O)c3ccco3)cc2)cc1[N+](=O)[O-]	-0.8	-2.6	-7.0	-0.6	3.9	-2.6	-10.0	2.2	-8.7
CC(=O)c1c(N2CCOCC2)nc(=S)n(-c2ccc([N+](=O)[O-])cc2)c1C	-4.1	0.6	-0.3	-0.8	-2.9	5.7	2.5	-5.5	0.1
COc1ccc(Nc2cc(C(=O)NCCCN3CCN(C)CC3)c3ccccc3n2)c(OC)c1	-2.1	-0.5	3.5	-1.9	3.7	0.7	-4.1	7.4	-1.8
COC(=O)CN1C(=O)N/C(=C/c2cc(OC)c(OC)cc2C)C1=O	1.1	-3.7	5.0	-2.1	-0.6	-1.3	1.5	3.7	3.9
COCCN1C2=C(C(=O)CC(C)(C)C2)C(c2ccc(OC)c(OC)c2)C2=C1CC(C)(C)CC2=O	-0.7	6.4	5.4	-1.4	1.8	2.5	-4.8	-1.4	-9.8
COc1ccc(CC(=O)N(C)C2CCCCC2)cc1S(=O)(=O)N1CCOCC1	1.8	-3.5	-0.7	0.6	10.4	-0.7	-1.0	2.1	-1.4
COC(=O)[C@H](C)NC(=O)Nc1ccc(OC)cc1OC	0.8	0.5	-3.3	1.5	0.5	2.9	-1.6	-3.7	7.7
Cc1ccc(Nc2c(F)c(F)c(F)c(F)c2C(=O)O)cc1	3.1	-1.8	4.5	17.5	-1.1	-3.1	0.3	5.8	-1.8
COc1cc(-c2ccc3sc(-c4ccsc4)c(C#CCO)c3c2)cc(OC)c1OC	-17.4	-0.6	-1.2	-28.2	-5.9	-9.6	-23.9	-4.8	.
COC/C=C/C1=CC2=CC(=O)C(C)(OC(=O)c3cnc4ccccc4n3)C(=O)C2=CN1C1CC1 (stereo not given)	-0.1	9.0	-3.4	6.0	1.0	-0.8	-2.8	5.5	29.4
C/C=N/NC(=O)CCNC(=O)c1ccccc1	-4.1	1.6	-4.1	-2.8	4.7	7.5	4.2	3.8	-1.9
CCOC(=O)Cn1nc(C)cc1NC(=O)c1cccnc1	0.2	-7.0	5.1	4.4	1.0	-0.2	0.2	0.4	8.7
Cc1ccc(/C=N/Nc2cccc(C(=O)O)c2)s1	-4.0	1.6	14.9	-2.3	3.3	-6.5	8.9	5.5	6.9
CCOC(=O)CSc1ccc2nnc(CCNS(=O)(=O)c3ccc(C)cc3)n2n1	0.0	-4.9	2.7	1.0	-3.8	-7.8	-10.1	-6.5	4.1
Cc1ccc(-n2c(=S)[nH]c3c(oc4ccccc43)c2=O)cc1	1.2	3.4	-5.8	11.0	20.2	10.5	1.7	10.4	-2.3
COc1ccc(-c2csc3nc(-c4ccccc4)oc(=O)c23)cc1OC	-1.1	5.1	-1.4	3.9	-2.3	5.2	16.5	1.1	-5.6
Cc1cc(/C=N/NC(=O)c2cccc([N+](=O)[O-])c2)c(C)n1-c1ccc(Cl)cc1Cl	-2.1	-2.5	14.5	-10.2	7.2	-8.0	4.5	1.1	-17.1
CN(C)C(CNC(=O)c1cc(S(=O)(=O)N(C)c2ccccc2)ccc1Cl)c1cccs1 (stereo not given)	-0.6	0.7	0.1	-1.2	4.3	-1.0	2.3	1.9	3.0
O=C(COC(=O)c1ccc(S(=O)(=O)N2CCCC2)cc1)Nc1ccc(F)cc1F	0.8	1.0	3.3	-8.1	0.3	-1.8	-6.5	-3.7	4.2
CC1CCCCN1CCNC(=O)c1ccc2c(c1)N(Cc1ccccc1)C(=O)c1ccccc1S2(=O)=O (stereo not given)	0.8	-4.7	1.0	2.5	7.3	0.1	2.6	1.8	0.3
COc1ccc(C2CC(c3cccs3)=NN2C(=O)COC(=O)c2cncc(Br)c2)cc1OC (stereo not given)	-2.4	-7.6	8.7	5.9	-2.0	-0.1	1.6	-8.0	0.4
Cn1c2c(c(=O)n3ncnc13)CCCC2	5.7	1.3	0.1	10.0	-3.6	1.2	-6.9	1.6	13.9
Cc1ccc(/C=C(/C#N)C(=O)NC(=O)Oc2ccccc2)cc1	-3.3	2.8	1.3	-0.6	9.6	-2.3	-4.2	2.1	4.1
COc1ccc(-n2nc3c(N4CCC(C(=O)NCc5cccc(C)c5)CC4)nnc(C)c3c2C)cc1	-3.8	-2.4	9.8	2.8	4.3	-3.9	-5.0	0.5	6.3
Cc1cc(C(=O)OCC(=O)Nc2ccccc2C(F)(F)F)on1	.	1.4	6.4	.	5.2	0.8	.	1.1	.
CCc1nnc(NC(=O)CSc2nnc(C)n2-c2ccc(C)cc2)s1	-1.7	-1.8	5.6	-1.1	0.1	-9.2	-0.2	1.6	-1.1
COc1ccc(OC)c(/C=N/NC(=O)CCc2c(C)n[nH]c2C)c1	0.8	-4.0	1.2	1.9	-5.7	-3.5	2.9	-0.3	-1.6
CCc1cc2c(-c3ccccc3)cc(=O)oc2cc1OC(C)C(=O)O (stereo not given)	-4.3	2.8	5.3	-6.8	3.9	-6.8	4.8	3.4	0.3
